Giardia FBPA inh: qHTS Assay for Inhibitors of Fructose-1,6-bisphosphate Aldolase from Giardia Lamblia | A8B2U2 | purified Giardia FBPA | Potency, µM (doses to about 59.6 µM), without a hit: top-dose activity, negative = inhibition, usual class: inhibitors | actives 0.71% (n = 290,000); further: potency means the concentration at half of the fitted maximal effect; on the % scale 0 is the no-effect control and ±100 the full control effect; nearly all actives have a fitted effect of over 55% in size
Target sequence (A8B2U2 whole entry, looked up): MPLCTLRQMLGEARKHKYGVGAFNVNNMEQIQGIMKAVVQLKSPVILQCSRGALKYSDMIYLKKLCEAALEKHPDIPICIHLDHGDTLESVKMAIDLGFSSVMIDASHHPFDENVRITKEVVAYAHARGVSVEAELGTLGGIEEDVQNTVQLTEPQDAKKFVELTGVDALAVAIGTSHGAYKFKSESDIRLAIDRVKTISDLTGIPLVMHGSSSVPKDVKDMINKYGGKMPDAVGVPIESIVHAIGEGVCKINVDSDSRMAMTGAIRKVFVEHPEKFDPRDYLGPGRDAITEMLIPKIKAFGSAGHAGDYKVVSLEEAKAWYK
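40 nM FBPA preincubated 10 min at RT with compound (up to 57.5 uM final), then substrate plus GAPDH/TPI/NAD/arsenate coupling and diaphorase/resazurin added. Fluorescence read after 20 min at RT, 525/598 nm.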
Shiga inhibitor: A qHTS for Small Molecule Inhibitors of Shiga Toxin | Vero cells, Shiga toxin protein synthesis inhibition reporter | inhibition, % at 38.7 µM | actives 9.2% (n = 290,000) | AID 2315, 2010; in the data active means inhibition mostly above about 28%, no sharp cut-off; inactive means mostly below about 43%; further: 0% is about no effect
Pf growth 96h: Primary qHTS for delayed death inhibitors of the malarial parasite plastid, 96 hour incubation; actives 6.9% (n = 320,000); P. falciparum luciferase reporter growth, 96 h; AID 504834, 2011; Potency, µM (highest dose often 28.7 µM), inactives show at the top dose activity change, negative = inhibition, usual class: inhibitors; further: potency means the concentration at half of the fitted maximal effect; on the % scale 0 is the no-effect control and ±100 the full control effect
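Compounds incubated with erythrocytes infected by luciferase-expressing P. falciparum (2% hematocrit, 0.05% parasitemia final) for 96 hours, 37 C in 5% CO2. Growth inhibition scored as decreased luciferase luminescence.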
Pf growth 48h: Primary qHTS for delayed death inhibitors of the malarial parasite plastid, 48 hour incubation; AID 504832, 2011; actives 5.9% (n = 310,000); P. falciparum luciferase growth in erythrocytes, 48 h; Potency, µM (top dose mostly 28.7 µM), inactives show at the highest dose activity change, negative = inhibition, hits mostly inhibitors; further: potency means the concentration at half of the fitted maximal effect; on the % scale 0 is the no-effect control and ±100 the full control effect
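First compound was added to culture medium, then infected red cells at 0.1% parasitemia and 2% hematocrit (final). After incubation at 37 C under 5% CO2, luciferase detection reagent was dispensed and light output recorded.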
HCV inhibitor: qHTS Assay for Inhibitors of Hepatitis C Virus (HCV); Huh7.5.1 HCVcc-Cre infection, luciferase reporter, 44 h; Potency, µM (top dose mostly 41.8 µM), for inactives: at the highest dose activity change, negative = inhibition, usual class: inhibitors; actives 3.4% (n = 340,000); further: potency means the concentration at half of the fitted maximal effect; on the % scale 0 is the no-effect control and ±100 the full control effect
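A cell-based infection assay in which seeded cells (1,000 per well) receive test compound after 4 h, are inoculated with HCVcc-Cre at approximately 0.5 moi, and are incubated 44 h before luminescence detection.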
Cycloheximide cs: Cycloheximide Counterscreen for Small Molecule Inhibitors of Shiga Toxin; cell reporter, cycloheximide protein synthesis inhibition counterscreen; max response, %; actives 12% (n = 300,000); AID 2314, 2010; in the data active means max response mostly above about 13%, no sharp cut-off; inactive means mostly below about 14%; further: read at 38.3 µM for the half of the compounds with a filed dose; 0% is about no effect
The depositor's hits bear a star; ? = inconclusive; · = not tested or not shown; + = active, no number; [ ] = remark or other dose. Unless noted, the call rests on the fitted dose curve; in most records, active means well fitted curve in the direction sought with a large enough effect; inconclusive means small, poorly fitted or top-dose-only effect, or another doubt; inactive means no such curve, though single readings can be large; an effect the other way counts as inactive or inconclusive. The order is random; about 24% have a hit in one of these screens.

SMILES | Giardia FBPA inh | Shiga inhibitor | Pf growth 96h | Pf growth 48h | HCV inhibitor | Cycloheximide cs
Cc1ccc(CN2C(=O)CCC2C(=O)NCCN2CCN(c3cccc(Cl)c3)CC2)cc1 (configuration not stated) | 1% | -5 | ? | ? | -16% | 1
c1ccc(CSC2=NNC(c3ccccn3)S2)cc1 (configuration not stated) | 2% | 32 | ? | 2.1µM* | ? | 33*
O=C(Nc1cc(Cl)ccc1N1CCCC1)C1=NN(c2ccccc2)C(=O)CC1 | · | -5 | 9.3µM* | -10% | -30% | 1
CCSC1(SCC)N=C(N)C2(C#N)C(c3ccc(F)cc3)C12C#N (configuration not stated) | -5% | -22 | ? | -8% | 1% | -4
Cc1cccc(C(=O)Nc2ccc3c(c2)CC2(C(=O)N(C)C(=O)N(C)C2=O)C2CCCN32)c1 (configuration not stated) | · | 23 | 8.3µM* | ? | -9% | 2
CC1CC(C)CN(CCOc2ccccc2-c2ccccc2)C1 (configuration not stated) | -7% | 4 | 10µM* | ? | 23% | -5
CCOc1ccc(S(=O)(=O)Nc2ccc(O)c(Sc3ncn[nH]3)c2)cc1 | 13% | 2 | ? | -24% | 2% | -3
CCOC(=O)C1CCN(C(=O)c2cc3c(-c4ccc(OC)c(OC)c4)nn(C)c3s2)CC1 | 0% | -16 | ? | · | -15% | -2
Cc1ccc2c(c1)N(CCC(=O)NCCN1CCOCC1)C(=O)CO2 | 3% | -10 | -11% | ? | 0% | -4
CCOc1cc(CNC2CCCC2)cc(Cl)c1OCc1ccccc1 | · | -17 | ? | 13µM* | 13µM* | -3
COc1cc(/C=C2\SC(=S)N(CCC(=O)NCCc3ccccc3)C2=O)cc(OC)c1OC | 1% | 32 | 0% | -20% | -6% | -9
COc1ccc(/C=C2/C(=O)N(c3nc4ccccc4s3)N=C2CSc2ccc(Cl)cc2)cc1 | -14% | 14 | 4% | 16% | 14% | 14*
O=C(CSc1nc2cc(Cl)ccc2o1)N1CCOCC1 | -3% | 6 | -6% | 27% | 3% | 8
C(=C\N1CCCCCC1)/c1nnnn1-c1ccc(-c2ccccc2)cc1 | 1% | 2 | 10% | -21% | -29% | 8
CN(C)c1ccc(C2Nc3ccccc3C(=O)N2NS(C)(=O)=O)cc1 (configuration not stated) | -4% | 20 | ? | 11% | 26% | 15*
Clc1ccc2c(c1)-c1nnc(Br)n1-c1ccccc1S2 | -4% | -4 | ? | 10µM* | -13% | -1
CN(C(=O)CN1C(=O)NC2(CCc3ccccc32)C1=O)C1CCS(=O)(=O)C1 (configuration not stated) | · | · | 78%[activator] | -3% | -4% | ·
COc1ccc(CCNc2ccc(C)cc2)cc1 | 7% | 18 | · | 25% | ? | 17
Cc1cc(C)cc(-n2ncc3c2CCCC3NC(=O)c2cc(C)[nH]n2)c1 (configuration not stated) | · | -40 | -7% | -15% | ? | 7
COc1ccccc1C(=O)COC(=O)CSC(C)C(=O)Nc1cc(C)on1 (configuration not stated) | · | · | 24% | 44%[activator] | 3% | ·
C[N+](C)(C)CC=O | -1% | · | 15% | 1% | 11% | ·
COc1ccc(-c2cc(C(F)F)nc(-n3nc(C)cc3C)n2)cc1 | -3% | -21 | ? | 8.3µM* | ? | -2
CSc1ncc(C(=O)Nc2cccnc2)c(C(F)(F)F)n1 | -8% | -7 | 2% | -20% | 0% | -7
Cc1ccccc1Nc1nc(N)nc(COC(=O)C2CCCCC2)n1 | 2% | 70* | 20% | 40%[activator] | ? | 71*
COc1cccc(C2CC(c3ccccc3OC)n3nc(N)nc3N2)c1 (configuration not stated) | 0% | -11 | ? | · | 19% | -2
Cc1ccc(NC(=O)COC(=O)c2ccc(OCc3c(C)noc3C)cc2)cc1S(=O)(=O)N1CCOCC1 | -6% | -13 | ? | -20% | 12% | 1
COc1cc(OC)cc(C(=O)NCC(=O)Nc2ccc(OC)c(Cl)c2)c1 | 4% | 3 | -1% | -1% | -11% | 0
Cc1csc(=O)n1CCC(=O)OCc1nnc(-c2ccc(Cl)cc2)o1 | · | · | 49%[activator] | 28% | 6% | ·
NC(=O)CC(NC(=O)Cc1ccc(Br)cc1)c1ccc(NCc2cc(F)ccc2F)c([N+](=O)[O-])c1 (configuration not stated) | 1% | -2 | ? | ? | ? | -1
O=C(Nc1nccs1)c1ccc(Br)o1 | -4% | 69* | 185%[activator] | 174%[activator] | -11% | 33*
COc1ccc(N2C(=O)C3CCCN3C2c2cc(OC)c(OC)c(OC)c2)cc1 (configuration not stated) | 0% | -6 | ? | · | 12% | -2
Cc1ccc(/C=N/Nc2nncn2N)cc1 | ? | 13 | -11% | ? | 15% | -1
Cc1cccc(NC(=S)N/N=C/c2ccc3c(c2)OCO3)c1 | 29% | + | -18% | 20% | -30% | 49*
Cc1oc2ccc(NS(=O)(=O)c3ccccc3)cc2c1C(=O)Nc1ccccc1 | -1% | -13 | ? | 2% | ? | -3
N#CCC(=O)N/N=C/c1cc(-c2ccccc2)n(-c2ccc(Cl)cc2)c1-c1ccccc1 | 0% | 4 | -17% | ? | ? | 5
COc1cc(C)c(-c2nc(CN3C[C@@H]4C[C@@H](C3)c3cccc(=O)n3C4)c(C)o2)cc1C | 0% | 1 | 14% | ? | ? | -3
O=C(NC(=S)NC1CCCCCCCCCCC1)c1cccnc1 | 4% | -14 | -18% | · | 19% | 1
Oc1ccccc1-c1cncn1Cc1ccccc1 | 0% | -3 | 15µM* | · | ? | -3
Cc1ccc(CN2CCN(Cc3cccn3-c3nccs3)CC2CCO)cc1 (configuration not stated) | 3% | -1 | ? | -21% | 4% | 7
c1ccc2c(c1)oc1c(Nc3ccc4c(c3)OCO4)ncnc12 | -20% | 100* | 151%[activator] | 101%[activator] | -11% | 45*
Cc1c(Cl)cccc1NC(=O)c1cc(-c2ccccc2O)n[nH]1 | -2% | 36 | ? | · | ? | 18*
CCCOc1ccccc1-c1nc(SCCC(=O)O)n[nH]1 | 15% | -9 | · | 6% | 10% | -3
COCCNC(=O)C(c1ccc(C)o1)N(C(=O)c1snc(C(N)=O)c1N)c1cccc(C)c1 (configuration not stated) | -3% | -22 | · | ? | -10% | 2
COc1ccc(C(=O)O)cc1S(=O)(=O)NCCCN1CCCC1=O | 5% | -6 | 30% | · | 6% | -3
C=CCNC(=O)COc1ccccc1C#N | 7% | 37 | ? | ? | -4% | 9
CCOCCOC(=O)c1ccc(NC(=O)C2COc3ccccc3O2)cc1 (configuration not stated) | 1% | 38 | ? | 19% | 0% | 22*
CC(=O)c1ccc(OCC(O)CN2CCN(Cc3ccccc3)CC2)cc1 (configuration not stated) | ? | -6 | ? | · | -11% | -1
C=C(C)c1cccc(C(C)(C)NC(=O)NCCCn2ccnc2)c1 | 2% | -21 | ? | 6% | -5% | -6
Cc1nc2ccc(NC(=O)C(F)(F)F)cc2o1 | 13% | -12 | 0% | 10% | 4% | 1
CCOC(=O)N1CCN(C(=O)C(CC)n2nc(C)c3sc4ccccc4c3c2=O)CC1 (configuration not stated) | 6% | -23 | -16% | ? | 13% | -3

Rewritten with each value named: four of the compounds above.
O=C(Nc1nccs1)c1ccc(Br)o1
  Giardia FBPA inh = -4% | Shiga inhibitor = 69* | Pf growth 96h = 185%[activator] | Pf growth 48h = 174%[activator] | HCV inhibitor = -11% | Cycloheximide cs = 33*
COc1cc(OC)cc(C(=O)NCC(=O)Nc2ccc(OC)c(Cl)c2)c1
  Giardia FBPA inh = 4% | Shiga inhibitor = 3 | Pf growth 96h = -1% | Pf growth 48h = -1% | HCV inhibitor = -11% | Cycloheximide cs = 0
Cc1ccc(NC(=O)COC(=O)c2ccc(OCc3c(C)noc3C)cc2)cc1S(=O)(=O)N1CCOCC1
  Giardia FBPA inh = -6% | Shiga inhibitor = -13 | Pf growth 96h = ? | Pf growth 48h = -20% | HCV inhibitor = 12% | Cycloheximide cs = 1
COc1cc(C)c(-c2nc(CN3C[C@@H]4C[C@@H](C3)c3cccc(=O)n3C4)c(C)o2)cc1C
  Giardia FBPA inh = 0% | Shiga inhibitor = 1 | Pf growth 96h = 14% | Pf growth 48h = ? | HCV inhibitor = ? | Cycloheximide cs = -3

(cont.)
SMILES | Giardia FBPA inh | Shiga inhibitor | Pf growth 96h | Pf growth 48h | HCV inhibitor | Cycloheximide cs
CN(C)C=Nc1c(C(=O)c2ccccc2)sc2nccc(N(C)C)c12 | -1% | -6 | 32%[activator] | 15% | ? | -3
CC(c1ccccc1)C(Cc1nc2ccccc2[nH]1)c1nc2ccccc2[nH]1 (configuration not stated) | -23% | -3 | -17% | 7.4µM* | · | -2
O=C(O)c1cccc(NC(=O)c2cc(NC(=O)c3ccccc3)cc(NC(=O)c3ccccc3)c2)c1 | 6% | -11 | 8.3µM* | 40%[activator] | 3% | -5
Cc1c(C(=O)NCc2ccc3c(c2)OCO3)oc2ccc(S(=O)(=O)N3CCC(C)CC3)cc12 | 0% | 4 | 58%[activator] | 9.3µM* | ? | -3
CC(C)Cn1c(=O)c2sccc2n2c(CCCC(=O)N3CCC(N4CCCCC4)CC3)nnc12 | 6% | -5 | 0% | 22% | -7% | -4
Cc1cccc(C(=O)OC(C)CN2C(C)CCCC2C)c1 (configuration not stated) | -12% | 24 | 242%[activator] | -15%[0.00184 µM] | 10% | -2
O=C(CN(c1ccccc1F)S(=O)(=O)c1ccccc1)Nc1ccccc1C(=O)N1CCOCC1 | 6% | -12 | 60%[activator] | -16% | 6% | -2
COc1cc(/C=N/NC(=O)CNC(=O)c2ccc3c(c2)OCCO3)ccc1O | 2% | 17 | 3% | ? | 14% | 11
CCOC(=O)CCCc1ccc(/C(C)=N/NC(N)=S)cc1 | 6.3µM* | 25 | ? | ? | ? | 15*
O=C(Cc1ccc(Cl)cc1)Oc1cccc2cccnc12 | -17% | -9 | 2.6µM* | 0% | ? | 2
Cc1nc2ccccc2c(=O)n1/N=C/c1ccccc1O | 15% | 88* | 17% | 29% | 4% | 37*
O=S(=O)(NCCC1=CCCCC1)c1ccccc1Br | · | · | ? | ? | 6% | ·
Cc1cc(NC(=O)C(C)SCC(=O)N(C)CC(=O)Nc2ccccc2C(F)(F)F)no1 (configuration not stated) | · | · | 19% | -25% | 8% | ·
COc1cccc(/C=N/NC(=O)CCCC(=O)Nc2ccc(Br)cc2)c1 | -22% | 11 | -7% | 15% | ? | 0
O=C(c1cc(-c2ccco2)nn1-c1cccc(Cl)c1)N1CCCCC1 | 2% | -2 | ? | ? | -29% | -1
O=C1NC2(CCCC2)C(=O)N1CC(=O)N(Cc1ccccc1)c1ccccc1 | · | · | 3% | ? | 18% | ·
CC(C)(C)C(=O)N(Cc1ccc(Cl)cc1)Cc1cccnc1 | 7% | -10 | ? | ? | 1% | -2
CCn1c(SCC(=O)c2c(N)n(C3CC3)c(=O)[nH]c2=O)nnc1-c1ccccc1OC | · | · | 8.3µM* | ? | 13% | ·
CCOC(=O)c1c(NC(=O)COc2ccccc2C#N)sc2c1CC(C)(C)NC2(C)C | · | -12 | 5.2µM* | 12µM* | · | -3
Cc1noc(NS(=O)(=O)c2ccc(NC(=O)C34CC5CC(C3)CC(n3cnc(Cl)n3)(C5)C4)cc2)c1C | 20% | -4 | -9% | -15% | -1% | 6
CC(=O)c1nnn(-c2ccc([N+](=O)[O-])cc2C)c1C | 1% | 12 | -6% | 17% | 21% | 11
